# Screens deposited in PubChem BioAssay by ICCB-Longwood Screening Facility, Harvard Medical School.
# PV pol inh – inhibitors of poliovirus RNA polymerase binding and polymerization | P03300 | poliovirus polymerase elongation, fluorescence polarization; hits give low values | % elongation, % (compound at 16.7 µg/mL) | 150,000 compounds, 0.66% hits; in the data active = % elongation below about 90%; note: some results filed as inactive read as strong as hits
# Target sequence (P03300 1749-2209 limits assumed): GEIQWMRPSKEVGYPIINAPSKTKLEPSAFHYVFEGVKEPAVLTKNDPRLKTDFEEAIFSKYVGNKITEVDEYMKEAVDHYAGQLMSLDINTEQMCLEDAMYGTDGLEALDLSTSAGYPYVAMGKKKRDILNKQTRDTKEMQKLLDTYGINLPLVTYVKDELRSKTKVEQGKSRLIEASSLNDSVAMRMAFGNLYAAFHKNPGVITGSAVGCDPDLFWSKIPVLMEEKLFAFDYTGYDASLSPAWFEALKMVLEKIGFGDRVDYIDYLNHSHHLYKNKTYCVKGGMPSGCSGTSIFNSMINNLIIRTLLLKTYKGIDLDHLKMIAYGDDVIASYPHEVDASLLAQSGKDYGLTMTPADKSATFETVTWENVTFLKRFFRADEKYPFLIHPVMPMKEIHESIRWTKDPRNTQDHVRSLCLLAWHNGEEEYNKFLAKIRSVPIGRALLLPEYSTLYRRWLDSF
# PV pol inh FP z-score – second read-out of PV pol inh, no call of its own (marks repeat the call); z-score; measured here: FP z-score; hits read low
# Starred values were filed as active, the others as inactive; & = joins results of further samples.
SMILES	PV pol inh FP z-score	PV pol inh
CCc1ccc(C(=O)c2cn(CC(=O)Nc3ccc(F)cc3)c3ccc(F)cc3c2=O)cc1	0	105
CCC1=CC(C)(CC)Nc2cc(C)ccc21 (centres undefined)	1.1	116
O=C(C1=CC2Cc3ccccc3C2C=C1)c1cccc(Br)c1 (centres undefined)	0.3	107
COc1ccc(NC(=O)c2sc3nc4c(cc3c2N)N2CCC4CC2)cc1OC	-0.9	97
O=C(O)C(Cc1c[nH]c2ccccc12)Nc1ncnc2c1oc1ccccc12 (centres undefined)	0.6	104
COc1ccc(-c2csc(/C(C#N)=C(\O)CSc3nccn3C)n2)cc1OC	0.3	107
CCOC(=O)CN1C(=O)c2ccccc2Sc2ncccc21	-1.7	102
CCCCN(C)C(=O)CN1C(=O)c2cccnc2Oc2ccc(C)cc21	0.2	102
CCn1c(SC)nnc1C1CCN(CC(=O)N(c2ccccc2)c2ccccc2)CC1	0.3	103
COc1ccc(CNC(=O)Nc2ccc3c(c2)N(C)C(=O)c2ccccc2S3)cc1	-0.8	104
O=C(NCCS(=O)(=O)N1CCN(c2ccc(F)cc2)CC1)C1CC(=O)N(c2ccc(F)cc2)C1 (centres undefined)	0.6	110
COc1ccc(CNC(=O)Cc2ccc(NC(=O)N3CCSc4ncccc43)cc2)cc1	0.3	107
COc1cccc(C(=O)NCC(=O)OCc2cc(=O)n3ccsc3n2)c1	-0.2	105
Cc1ccc(NC(=O)Cn2nc3c(cc2=O)CCCC3)cc1Cl	-0.8	104
O=c1oc2cc(O)ccc2cc1-c1nc(-c2ccccc2F)no1	-4.6	90
O=C(Nc1ccccc1C(=O)OCc1cc(=O)n2ccsc2n1)c1ccc(Cl)cc1	0.2	107
O=C(COCc1cc(-c2ccc(F)cc2)on1)NCCC1=CCCCC1	0.5	103
CC(C)S(=O)(=O)C1=NSC2=NC(=O)/C(=C\c3ccco3)C(=N)N21	-8*	79*
CCc1ccc(NC(=O)N(Cc2c[nH]c3ccccc23)C2CCCCCC2)cc1	0.2	108
CCOc1cc(/C=C2/SC(=S)N(C(CC)C(=O)O)C2=O)ccc1O (centres undefined)	2.2	109
CCN(C(=O)CSC1CCCC1)C1CCCCC1	0.5	103
CC(C)c1ccc(NC(=O)N2CCCC2C(=O)Nc2ccc(-n3cnnn3)cc2)cc1 (centres undefined)	0.2	102
CCc1nn2c(=O)c(S(=O)(=O)Nc3ccc(Br)cc3F)c(C)nc2s1	-0.7	102
Cc1c2cnn(-c3ccccc3)c(=O)c2c(C)n1CCCC(=O)Nc1cccc(F)c1	-4.5*	82*
CN(Cc1ccccc1)c1csc2ccccc2c1=O	0.6	102
Cc1cc(C)c2ccc(/C=N/O)nc2c1O	-0.1	101
CN(Cc1ccccc1)C(=O)CN1C(=O)CSc2ccc(S(=O)(=O)N3CCOCC3)cc21	-1.2	106
COc1ccc(Cl)cc1NC(=O)c1cc(C)nc2c1c(C)nn2-c1ccccc1	-1.5	101
COC(=O)CCCc1nc2ccccc2s1	-0.9	99
Cc1nn(C)c2sc(C(=O)NC3CCCCNC3=O)cc12 (centres undefined)	-0.5	100

# Structures shown so far with a Cl atom:
SMILES	PV pol inh FP z-score	PV pol inh
Cc1ccc(NC(=O)Cn2nc3c(cc2=O)CCCC3)cc1Cl	-0.8	104
O=C(Nc1ccccc1C(=O)OCc1cc(=O)n2ccsc2n1)c1ccc(Cl)cc1	0.2	107
COc1ccc(Cl)cc1NC(=O)c1cc(C)nc2c1c(C)nn2-c1ccccc1	-1.5	101

# Next part.
SMILES	PV pol inh FP z-score	PV pol inh
CCCC1c2ccc(C)n2CCN1C(=O)NCc1ccccc1 (centres undefined)	1.2	106
CNCC(O)Cn1c(C(F)(F)F)nc2ccccc21 (centres undefined)	0.3	106
Cc1ccccc1OCc1nnc(SCC(=O)Nc2ccnn2C2CCCC2)n1-c1ccccc1	-0.2	101
C=CCOC(c1ccccc1)c1nc2ccccc2n1CC=C (centres undefined)	-0.5	98
Cc1ccccc1-c1nnc(C2CCN(S(=O)(=O)c3ccc(Cl)cc3)CC2)o1	0.3	107
Cc1nnc(NCc2ccccc2)c2ccccc12	0	101
Cc1ccc(NCC(O)CN)c(Br)c1 (centres undefined)	0	102
CCOC(=O)c1cc(-c2ccc(Cl)cc2)oc1C(F)(F)F	1	108
COc1cc2c(-c3ccccc3C)nc3c(c(C)nn3-c3ccccc3)c2cc1OC	0.7	108
O=c1cc(-c2ccccc2)nc2cc(-c3ccccc3)[nH]n12	-0.3&-0.1	104&99
CCN(CC)Cc1c(O)ccc2c(=O)c(-c3ccccc3Cl)coc12	-0.1	102
O=C(NCCN1CCOCC1)c1ccc2c(=O)n(Cc3ccc(Cl)cc3)c(=S)[nH]c2c1	-0.5	100
Cc1ccc(C)c(NC(=O)Cn2cc(C(=O)c3ccncc3)c(=O)c3cc(F)ccc32)c1	0.8	110
C/C(=N\N)c1ccc2ccccc2c1	0.3	106
CCN(CC)S(=O)(=O)c1ccc(N2CC(C(=O)NC3CCCc4ccccc43)CC2=O)cc1 (centres undefined)	-0.8	97
FC(F)(F)c1ccccc1NC1=NCCCS1	0	102
COc1ccc(-c2nc3ccccc3s2)cc1NC(=O)COc1ccc(C)cc1	-1.2	101
CCOC(=O)c1cnc(SCC(=O)NCc2ccco2)nc1N	0	101
CC(C)NC(=O)CC1Nc2c3ccccc3nc(=S)n2C1=O (centres undefined)	0.3	103
COc1cc2nc(NC(=O)c3ccc(Cl)cc3)[nH]c(=O)c2cc1OC	-1.1	98
Cc1sc2nc(CN3CCOCC3)nc(NCCc3ccc(S(N)(=O)=O)cc3)c2c1C	0.3	105
Cn1c(=O)n(C)c2cc(CNCCc3ccc(F)cc3)ccc21	-0.4	105
c1ccc2[nH]c(C34CC5CC(CC(C5)C3)C4)cc2c1	0.1	102
Cc1ccc(OCC(=O)OCC(N)=O)cc1C	0.4	102
CC(OC(=O)c1ccc(Cl)c(N)c1)C(=O)Nc1ccc(C(N)=O)cc1 (centres undefined)	-0.7	97
COc1cc(C(=O)NCCC(=O)N2CCN(C)CC2)cc(OC)c1OC	-0.7	100
Cc1ccc(C)c(Oc2c(C(F)(F)F)oc3c(CN4CCN(C)CC4)c(O)ccc3c2=O)c1	0.5&0	108&100
O=C(Nc1ccc(F)c(Cl)c1)Nc1c[nH]c(=O)[nH]c1=O	0.3	109
CC1CN(C(=O)CCC(=O)N2CCCCC2)c2ccccc2O1 (centres undefined)	0.7	103
CN(C)c1ccc(/C=C2\N=C(C(C)(C)C)OC2=O)cc1	-0.1	101
O=C(O)c1ccc(C(=O)O)c(-c2nc3ccccc3s2)c1	0.2	102
COc1ccc(-c2cc(=O)c3cc(OCC(=O)OC(C)C)ccc3o2)cc1	-0.5	103
CSc1c(CC(=O)Nc2ccc(C)cc2)[nH]c2ccccc12	0.2	105
CCN(CC)C(=O)c1cccc(-c2nnc(-c3ccccc3)o2)c1	-1	99
CCCCn1c(SCC(=O)Nc2ccc(OC)cc2)nc2ccc(N3CCOCC3)cc2c1=O	-0.7	100
Cc1ccc(CCNC(=O)C2CCN(c3nnc(-n4cccc4CNc4ccc(C)cc4)s3)CC2)cc1	-0.4	109
CC(C)NC(=O)N(Cc1cccnc1)Cc1cccs1	0.2	102
Cc1ccc(N2CC(=O)N(/N=C/c3ccc4c(c3)OCO4)CC2=O)cc1	0.4	104
CC(C)c1ccccc1NC(=O)COC(=O)Cn1nnc(-c2ccccc2)n1	0	103
O=C(CCN1C(=O)c2ccccc2C1=O)Nc1nncs1	0	99
Cc1ccc(-c2nnc3n(Cc4ccc(F)cc4)c(=O)c4ccccc4n23)s1	2.1	105
Cc1cnc(C(=O)NC(c2ccccc2)c2ccccc2)cn1	-0.3	101
CCOC(=O)c1c(C)oc2nc(C)nc(NCCCN3CCN(c4ccccc4)CC3)c12	-1.3	98
CCOC(=O)c1c(NC(=O)c2cc(-c3cccc(Cl)c3)on2)sc(C(C)=O)c1C	-1.3	95
COc1ccc(N2C(=O)CSC23C(=O)N(Cc2cccc(C(F)(F)F)c2)c2ccccc23)cc1 (centres undefined)	-0.2	101
COc1ccc(C(=O)CN2C(=O)N(c3ccc(C(C)=O)cc3)S(=O)(=O)c3ccccc32)cc1	0.2	108
CC(C)CCNC(=O)C1CCC(CNS(=O)(=O)c2cccc3nsnc23)CC1 (centres undefined)	1	108
CCOc1ccc2nc(NC(=O)c3nc(SC(C)C)ncc3Cl)sc2c1	-0.7	102
O=C1N/C(=N\O)S/C1=C/c1ccc(O)cc1	-0.2	101
COc1ccc(OC)c(CCNc2ncnc3onc(-c4ccc(F)cc4)c23)c1	0	104
N#Cc1ccc(NC(=O)COC(=O)CCc2nc3ccccc3[nH]c2=O)cc1	0.2	105
COc1cccc(C(=O)Nc2ccccc2OCc2cc(=O)n3cc(C)ccc3n2)c1	-0.7	103
COc1cccc(OC)c1C(=O)Nc1ccc(S(=O)(=O)Nc2nccc(C)n2)cc1	0.6	108
Cc1ccc(CNC(=O)Nc2ccccc2)cc1	0.6	107
O=C(CSc1ccc(-c2ccncc2)nn1)N1CCCc2ccccc21	1.3	104
Cc1ccccc1C(=O)n1nc(-c2ccco2)nc1NCc1cccs1	0.4	109
CCCC(C(=O)Nc1ccc(OCC)cc1)N1Cc2ccccc2C1=O (centres undefined)	0.1	102
CC1CCN(C(=O)Cn2ncc3c([nH]c4ccccc43)c2=O)CC1	0.6	104
O=C(COc1ccccc1)NCCc1csc(-c2cccc(F)c2)n1	0	107
Cc1ccc(NC(=O)/C=C/c2ccc(Br)o2)cc1	-0.3	99

# The results go on.
SMILES	PV pol inh FP z-score	PV pol inh
CCN(C(=O)Cn1nnc2sc(-c3ccccc3)cc2c1=O)c1cccc(C)c1	-2.8	90
CCCCc1cc(CCCC)n2nc(-c3ccccc3)cc2n1	-0.3	100
CCc1ccc(-c2cc(C)no2)cc1S(=O)(=O)NCCCN1CCC(C)CC1	-0.4	100
N#Cc1ccccc1CSCC(=O)N1CCN(c2ccccc2)CC1	0.5	105
CCn1cc(S(=O)(=O)CC(=O)Nc2ccc3c(c2)OCCO3)c2ccccc21	-0.1	99
O=C(Cn1ncn2c(cc3ccccc32)c1=O)N1CCN(c2ccccc2)CC1	-0.8	100
CCc1cc2c(=O)n(Cc3ccco3)c(SCC(=O)NC3CCCC3)nc2s1	-0.1	102
CCCCCCCCCCCCCCCC[N+](C)(C)C	0	99
COc1ccc2nc(N3CCCCC3)[nH]c2c1	0	100
CCOC(=O)c1cnc(-c2ccccc2)nc1-c1ccncc1	0.1	101
Cc1ccc(-c2ccc(CCC(=O)O)n2-c2cccc(O)c2)cc1	-1.1	101
CCOc1ccc(NC(=O)CSc2nc3c(c(=O)[nH]2)CCCC3)cc1	0.8	111
O=C(O)c1ccccc1C(=O)Nc1nccs1	-0.4	99
O=C(O)CCC1CCC(=O)N1 (centres undefined)	-0.5	99
CCOc1ccc(NC(=O)CC2C(=O)N(C)C(=S)N2CCc2ccccc2)cc1 (centres undefined)	0.3	103

# Three entries from above, ordered by molecular weight, lowest first.
SMILES	PV pol inh FP z-score	PV pol inh
O=C(O)CCC1CCC(=O)N1 (centres undefined)	-0.5	99
CCn1cc(S(=O)(=O)CC(=O)Nc2ccc3c(c2)OCCO3)c2ccccc21	-0.1	99
CCN(C(=O)Cn1nnc2sc(-c3ccccc3)cc2c1=O)c1cccc(C)c1	-2.8	90

# In a second layout: entries from further up
SMILES: CCc1ccc(-c2cc(C)no2)cc1S(=O)(=O)NCCCN1CCC(C)CC1
  PV pol inh FP z-score: -0.4
  PV pol inh: 100

SMILES: COc1ccc2nc(N3CCCCC3)[nH]c2c1
  PV pol inh FP z-score: 0
  PV pol inh: 100

SMILES: Cc1ccc(-c2ccc(CCC(=O)O)n2-c2cccc(O)c2)cc1
  PV pol inh FP z-score: -1.1
  PV pol inh: 101

SMILES: CCn1cc(S(=O)(=O)CC(=O)Nc2ccc3c(c2)OCCO3)c2ccccc21
  PV pol inh FP z-score: -0.1
  PV pol inh: 99

# (continued)
SMILES	PV pol inh FP z-score	PV pol inh
Cc1ccc2c(c1)-c1onc(C(=O)N(Cc3ccco3)CC3CCCO3)c1CO2 (centres undefined)	1.2	104
CCn1c(=O)cc(OCC(=O)NCCCN2CCOCC2)c2ccccc21	-0.2	102
CCN(CCCNc1nc(=S)[nH]c2ccccc12)c1ccccc1	-0.2	101
N#COc1ccc(Oc2ccc(OC#N)cc2)cc1	1.4	103
COc1ccc(-c2cc(CCCC(=O)NCCc3cccs3)no2)cc1	-0.2	98
CC(=O)NC1=NC(=O)/C(=C/c2ccccc2)S1	0.7	102
CCCCN(C)C(=O)CN1C(=O)c2cccnc2Oc2ccc(Cl)cc21	-0.8	102
COc1c(N)cc(Oc2cccc(C(F)(F)F)c2)c2nc(C)cc(C)c12	1.3	114
CCC1CN(S(=O)(=O)c2cc(-c3cc(C)no3)ccc2OC)c2cc(C)ccc2O1 (centres undefined)	-0.9	103
O=C(O)C(Cc1ccccc1)C(=O)O	0.3	104
O=C(CCNc1n[nH]c(=O)[nH]c1=O)N/N=C/c1ccccn1	0.1	102
O=C(O)c1cc(C(=O)O)n(Cc2ccccc2Cl)n1	-0.2	101
CCCCn1c(O)c(Nc2ccc3c(c2)=NC(=O)N=3)c2ccccc21	-0.2	102
Cc1cc(-n2cnc(-c3cnoc3C)n2)no1	0.3	106
Cc1cc(=O)oc2cc(OCC(=O)OCc3nnc(-c4ccccc4)o3)ccc12	-0.3	99
O=C(NCCN1CCCCC1)Nc1cccc2ccccc12	-0.2	99
CCOc1sc2nc(C)n(CC(=O)Nc3cccc(C)c3)c(=O)c2c1C	-0.1	104
Cc1ccccc1NC(=O)COc1coc(CN2CCN(Cc3ccccc3)CC2)cc1=O	-0.1	102

# This is a subset; count on the stated rates, not on these rows.
